Cardiac RTF inh – cardiac RTF calcium desensitization; IANBD-labeled cardiac RTF, Ca2+ fluorescence; inhibition, % at 7.15 µM; P19429+P45379; actives 0.12% (n = 340,000);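 active = inhibition above the mean inhibition of all tested compounds plus 3 SD, cut at about 17% in these data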;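 also: assay run at fixed EC70 calcium of 1.6 mM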
C-LANA FP – inhibitors of KSHV LANA C-terminal domain DNA binding | MBP-C-LANA/FAM-LBS DNA binding, fluorescence polarization | inhibition, % at 9 µM | actives 0.078% (n = 340,000);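 active = highest replicate inhibition at or above 60% at 9 µM, even if other replicates fall short; inactive = all replicates below 60% inhibition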;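 also: 0% = neutral control wells and 100% = 4 µM acridine orange control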
Rtt109 HAT inh – C. albicans Rtt109 histone acetyltransferase inhibition; inhibition, % at 34.9 µM; actives 0.16% (n = 330,000); purified Rtt109/Vps75, ThioGlo CoA-SH fluorescence, 4 h;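 active = inhibition of at least 50% in every replicate; inconclusive = best replicate reaches 50% inhibition but some replicates fall short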
Target sequence (Q5AAJ8 whole entry, looked up): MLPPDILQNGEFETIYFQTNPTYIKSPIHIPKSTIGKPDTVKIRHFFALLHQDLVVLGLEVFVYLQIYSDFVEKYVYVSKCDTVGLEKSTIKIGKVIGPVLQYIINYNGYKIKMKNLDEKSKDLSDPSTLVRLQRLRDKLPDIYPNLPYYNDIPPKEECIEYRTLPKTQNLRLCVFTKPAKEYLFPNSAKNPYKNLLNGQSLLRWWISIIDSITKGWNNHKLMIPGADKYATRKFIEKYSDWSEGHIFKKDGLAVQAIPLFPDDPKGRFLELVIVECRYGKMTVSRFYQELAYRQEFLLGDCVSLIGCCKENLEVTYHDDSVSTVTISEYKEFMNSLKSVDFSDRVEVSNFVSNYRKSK
PKA-R2B act – activates the human PKA-R2B holoenzyme complex; PKA-R2B holoenzyme dissociation, Cy5-IP20 fluorescence polarization; R2B truncated from residue 108, S112A mutant; 0% DMSO only, 100% 113 µM cGMP; activation, % at 11.4 µM; actives 0.079% (n = 340,000); AID 504700;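 active = activation above a cutoff set at the mean over all compounds plus 3 SD, cut at about 18% in these data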;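 also: higher means more holoenzyme dissociation and a rise in polarization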
Target sequence (P31323 whole entry, looked up, other chains not shown, the tested form may be a part): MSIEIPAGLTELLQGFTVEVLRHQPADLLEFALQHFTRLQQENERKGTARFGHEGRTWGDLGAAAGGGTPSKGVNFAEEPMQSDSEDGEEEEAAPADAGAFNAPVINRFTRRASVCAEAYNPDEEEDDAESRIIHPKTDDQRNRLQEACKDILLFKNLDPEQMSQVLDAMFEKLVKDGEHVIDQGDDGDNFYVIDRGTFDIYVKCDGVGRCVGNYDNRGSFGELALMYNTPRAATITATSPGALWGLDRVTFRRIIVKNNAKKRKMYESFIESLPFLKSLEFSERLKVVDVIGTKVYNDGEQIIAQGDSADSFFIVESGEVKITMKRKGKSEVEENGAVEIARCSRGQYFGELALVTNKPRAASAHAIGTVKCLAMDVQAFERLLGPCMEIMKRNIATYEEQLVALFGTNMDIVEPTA
CAL PDZ FP-1 – blocks peptide binding to the human CAL PDZ domain; Q9HD26; AID 602252; purified CAL PDZ, TMR-peptide fluorescence polarization, 1 h; actives 0.92% (n = 300,000); inhibition, % at 24.9 µM;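 active = mean inhibition of at least 30% with at least half of replicates also reaching 30%; inconclusive = no clear call, values can overlap the other calls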;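 also: 0% = DMSO neutral control and 100% = excess unlabeled competitor peptide PRC23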
DAGLB inhibitor – diacylglycerol lipase beta (human) inhibition. Q8NCG7. HEK293T DAGLB membrane lysate, EnzChek fluorogenic substrate. inhibition, % at 5.17 µM. actives 0.059% (n = 340,000). AID 504411; in the data active = inhibition above about 34%;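 also: 0% = enzyme with vehicle and 100% = wells lacking enzyme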
CAL PDZ FP-2 – human CAL PDZ-peptide interaction inhibition; Q9HD26; purified CAL PDZ, TMR-peptide fluorescence polarization, 1 h; inhibition, % at 20 µM; actives 0.02% (n = 330,000); AID 504414;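 active = highest replicate inhibition of at least 40%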;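 also: plate controls were DMSO neutral control wells for no effect and unlabeled competitor peptide control wells for full effect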
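Material – purified CerCALP PDZ construct · Detection – FP readout, S and P plane fluorescence · Measure – percent inhibition from loss of millipolarization · Controls – unlabelled peptide for full inhibition, DMSO wells as neutral · Probe or stimulus – TMR-labelled reporter peptide T*-PRC34 bound in PDZ groove · Times – 1 h at RT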
RTF Ca sens act – increases calcium sensitivity of human cardiac regulated thin filaments; P19429+P45379; IANBD-labeled TnC RTF fluorescence at EC20 calcium; 0% EC20 calcium, 100% full calcium; activation, % at 7.2 µM; AID 493008; actives 0.24% (n = 340,000);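 active = activation above the mean over all tested compounds plus 3 SD, cut at about 30% in these data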;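 also: rise in fluorescence read as greater calcium sensitivity of cardiac thin filaments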
Keap1 Nrf2 FP – inhibitors of human Keap1-Nrf2 protein-protein interaction | Q14145 | Keap1 Kelch-Nrf2 peptide fluorescence polarization, 1536-well | inhibition, % at 9.4 µM | actives 0.15% (n = 340,000) | AID 504523; in the data active = inhibition above about 12%; inconclusive = no clear call, values can overlap the other calls; inactive = below about 7.3%;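 also: human Keap1 Kelch domain with fluorescein labeled Nrf2 9mer peptide probe; 0% = neutral control wells and 100% = peptide positive control; higher means more block of Keap1 binding to Nrf2 peptide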
SR-BI DiI-HDL act – enhances SR-BI lipid uptake from DiI-HDL; CHO ldlA[mSR-BI] cells, DiI-HDL uptake fluorescence, 3 h; 100 = double the neutral-control signal; activation, % at 12.5 µM; actives 0.096% (n = 320,000);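 active = mean replicate activation of at least 60% and every replicate at or above 60%; inconclusive = mean or all-replicate condition met, but not both; inactive = mean below 60% and not all replicates reaching 60%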;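 also: 0% = median plate neutral-control signal and 100% = twice that signal; values of inactives mirror those of a sister screen read the other way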
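system = CHO ldlA[mSR-BI] cells, LDL receptor-null, SR-BI overexpressing | medium = Ham's F12 with 0.5% BSA, HEPES 25 mM, pH 7.4 | probe or stimulus = DiI-HDL 10 µg/mL | compound dosing = single-point compound dose | incubation = compound exposure 3 h, 37 °C | technique = DiI fluorescence, bottom read | read-out = cell-associated DiI fluorescence as measure of HDL uptake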
Numbers without * were called inactive; ? = inconclusive; . = not tested or not shown. Random draw from the library. Share with any hit: about 1.6%.

SMILES	Cardiac RTF inh	C-LANA FP	Rtt109 HAT inh	PKA-R2B act	CAL PDZ FP-1	DAGLB inhibitor	CAL PDZ FP-2	RTF Ca sens act	Keap1 Nrf2 FP	SR-BI DiI-HDL act
COc1ccc(C(C)(C)C)cc1NC(=O)CCN1C(=O)NC(C)(C)C1=O	-7	-1.0	-13	-5	-5	-3	-2.7	4	-6	-17
CCC(Sc1nc(N)c(NC(=O)c2ccco2)c(=O)[nH]1)C(=O)O (stereo not drawn)	-7	2.5	4	6	-1	2	-0.9	0	-10	5
O=C(Nc1nccs1)c1ccc(-c2ccc(F)cc2)o1	17*	1.6	1	-13	1	-4	-1.6	-3	-2	-46
CCOC(=O)c1cnc(-c2ccccc2)nc1Oc1ccc(Cl)cc1	0	-0.7	0	1	.	-5	1.4	7	-4	-56
COc1ccc(NC(=O)c2ccc(CN3CCN(c4ccccc4)CC3)cc2)cc1OC	-5	-0.2	4	-21	-2	0	0.1	0	-2	-76
COc1cccc(Oc2c(C)oc3c(CN4CCOCC4)c(O)ccc3c2=O)c1	-5	-0.2	5	-5	-2	-1	-3.1	0	-1	.
C#CCOCCOCCOCCNc1nc(N2CCN(C(=O)Cn3cc(CC(C)O)nn3)CC2)nc(N2CCN(C(=O)[C@H](CCCCN)n3cc(CCCC)nn3)CC2)n1 (stereo partly drawn)	-13	0.4	4	0	-3	-1	-0.3	3	-1	-5
O=C(NCc1ccccn1)Nc1ccc(F)cc1F	-4	1.1	3	-5	1	-1	-1.2	-3	2	11
CC(SCc1ccccc1)C(=O)N/N=C/c1ccc2c(c1)OCO2 (stereo not drawn)	-2	1.7	3	-1	-1	5	-3.6	-8	-1	20
COc1ccc(NC(C)=O)cc1S(=O)(=O)N1CCN(C(=O)c2ccccc2F)CC1	2	1.2	-7	-15	8	0	0.0	3	-1	35
O=C(COC(=O)c1cccs1)Nc1cccc(Cl)c1	-4	-1.0	-2	-6	1	-4	-0.1	-1	1	45
COC(=O)N1C(=O)[C@](c2ccsc2)(C(C)C)N1C(=O)OC	-1	0.8	-3	-8	0	0	-1.1	9	-26	24
O=C1C(c2ccncc2)=C(O)c2ccccc21	0	-1.3	18	-3	3	0	-0.6	4	-4	4
COc1cc(C(=O)Oc2ccccc2)ccc1OCc1c(C)noc1C	6	-0.7	-5	-4	-4	-1	-1.0	-4	-4	-18
O=C(COC(=O)c1cccnc1Cl)Nc1ccc2c(c1)OCO2	-9	2.5	2	-6	-5	2	24	-1	1	6
O=S(=O)(c1cccs1)N1CCc2ccccc21	-9	-3.8	-6	3	1	-6	0.0	-2	2	14
COc1ccc(/C=c2\sc3nc(-c4ccccc4OC)nn3c2=O)c(OC)c1	-5	5.7	0	-2	-2	0	-0.5	4	-1	-11
O=C(Nc1ccc(Br)cc1)NC1CCCCCCC1	-3	1.3	1	12	-4	-12	-5.0	1	-6	-24
CC(=O)Nc1ccc(S(=O)(=O)NCC(=O)OCC(=O)N2CCc3ccccc32)cc1	-9	0.5	.	1	0	-2	0.3	15	-4	38
COc1cnc(-c2ccccn2)nc1Sc1cccc(Cl)c1	-3	-1.1	-6	1	0	0	-0.8	1	-3	-22
COc1ccc(CSC(=N)N)cc1[N+](=O)[O-]	-9	-1.6	?	3	-2	-3	-1.1	-1	-3	11
CN(C)c1ccc(/C=N/N=C2/NC(=O)/C(=C/c3ccc([N+](=O)[O-])cc3)S2)cc1	-9	1.7	3	-5	0	4	-0.1	9	-7	-36
NNC(=O)c1sc(-c2ccc(Cl)cc2)cc1N	-3	1.4	-3	-5	.	-2	-2.6	-5	-7	-110
COc1ccc(CNC(=O)C2CCN(C(=O)c3ccco3)CC2)cc1	-8	0.1	-3	-7	8	0	-1.6	-6	-1	6
O=C(C1Cc2ccccc2CN1C(=O)c1ccccc1)N1CCN(c2ccccc2)CC1 (stereo not drawn)	-14	1.8	-2	-6	4	0	0.6	2	3	-12
CCN(CC)CCNC(=O)C1CCC(=O)N(c2ccc(OC)cc2)C1c1ccc(F)cc1 (stereo not drawn)	-5	1.1	4	8	-6	0	-4.2	6	0	6
COC(=O)c1ccc(NC(=O)Cn2nc(C)c3ccccc3c2=O)cc1	0	-3.1	6	-1	-3	-2	-0.4	6	-6	-4
COC(=O)CSc1nc2c(c(=O)n(C)c(=O)n2C)n1CCCc1ccccc1	-1	-0.1	-10	2	0	2	-0.3	17	-1	-11
CNC(=O)CCn1nc(-c2ccccc2)c2ccccc2c1=O	-3	-0.8	6	7	-3	2	0.0	4	-3	9
Cc1c(Cl)cccc1NC(=O)CCC(=O)N/N=C/c1ccc[nH]1	-4	0.7	-10	0	2	-3	-0.8	-1	-2	7
Cc1cc(C)cc(NC(=O)CN(Cc2ccccc2)S(C)(=O)=O)c1	-10	0.3	-1	-16	2	-1	-2.4	-2	0	17
CCC(C)C(=O)N1CCCC(c2nc(-c3cccs3)no2)C1 (stereo not drawn)	2	1.1	-1	-13	-2	-1	-0.5	-3	-3	10
O=C(CC1Oc2ccccc2NC1=O)NCCCN1CCOCC1 (stereo not drawn)	-6	0.3	-7	-14	-3	2	-0.3	-4	0	14
COc1cccc(/C=C/C(=O)NCc2cn3cc(Cl)ccc3n2)c1OC	-8	-0.5	11	-2	0	1	-3.0	1	-1	16
Cc1nc(Nc2ccc(S(N)(=O)=O)cc2)sc1C(=O)Nc1ccccc1	-6	-1.2	-11	-2	-5	3	-1.5	1	5	-31
Clc1cccc(/C(Cc2nc3ccccc3[nH]2)=N\Nc2ccccc2)c1	3	0.2	-10	-8	-4	-4	-1.6	9	-3	-29
CCCCCCn1cc(C(=O)O)c(=O)c2cc(F)c(N3CCN(C)CC3)cc21	-1	-1.4	4	-9	30*	-1	-1.3	4	0	-19
CC12CC3(C)CC(C)(C1)CC(C(=O)NC(=S)NC(C)(C)C)(C2)C3	4	0.3	6	-2	-4	1	2.5	0	-8	-20
COCCNc1nnnc2c1sc1nc(N3CCOCC3)c3c(c12)CC(C)(C)OC3	-10	-1.1	0	-1	-4	-1	0.7	-2	1	-12
O=C(CN(c1ccccc1F)S(=O)(=O)c1ccccc1)N1CCCCCC1	-9	-0.6	6	-3	1	-1	-1.4	-1	2	-1
CC1CC(=O)C=C(O)C1C(=O)OC(C)(C)C (stereo not drawn)	-3	-0.4	14	7	-3	0	-0.2	-10	-5	8
CN1CCN(CCC(=O)N/N=C/c2cc3c(cc2[N+](=O)[O-])OCO3)CC1	-7	-1.0	-10	10	-3	-2	-0.2	-1	-5	2
CCN(CC(=O)NCc1cccs1)C(=O)C1CC(=O)N(c2ccc(OC)cc2OC)C1 (stereo not drawn)	-1	-1.4	-11	0	3	1	-3.6	7	4	0
N[C@@H](Cc1ccc(O)cc1)c1nnc([C@H](CCC(=O)O)NC(=O)C2CCNCC2)o1	-2	-1.7	5	12	2	-1	-0.2	-6	-2	19
COc1cc2c(C)nc(C)c(C#N)c2cc1OC	-7	0.9	-4	-16	.	-6	-0.3	-6	-10	-40
COc1ccccc1NC(=O)Nc1ccc(CC#N)cc1	1	-1.1	-9	-9	-10	1	0.8	6	-9	-15
O=C1CSC(c2ccc(Cl)cc2)N1c1cccnc1 (stereo not drawn)	-11	0.2	4	6	.	-2	-0.5	2	-5	2
Cc1ccc(S(=O)(=O)N2CCOCC2)cc1NC(=O)COC(=O)c1ccc(Br)o1	-6	0.0	-11	-9	-3	1	-0.5	-9	-4	10
Cc1cccc(OCC(=O)NC(Cc2ccccc2)C(=O)O)c1 (stereo not drawn)	3	-0.4	6	7	-2	2	-1.3	-1	3	1
O=C(CCN1CCN(S(=O)(=O)c2ccc(F)cc2)CC1)Nc1ccccc1F	-1	-0.1	-6	6	-1	-1	-2.7	-7	-8	7
CCC(C)(C)n1nnnc1C(c1cc2ccc(OC)cc2[nH]c1=O)N1CCN(C2CCCCC2)CC1 (stereo not drawn)	-9	-3.2	3	3	0	2	-2.6	-6	-1	-5
COc1ccc2oc(=O)c(C(=O)NCc3ccc(C)cc3)cc2c1	1	2.2	-5	-7	-1	0	-0.4	7	-4	4

Of the compounds above, these have a Cl atom.
SMILES	Cardiac RTF inh	C-LANA FP	Rtt109 HAT inh	PKA-R2B act	CAL PDZ FP-1	DAGLB inhibitor	CAL PDZ FP-2	RTF Ca sens act	Keap1 Nrf2 FP	SR-BI DiI-HDL act
CCOC(=O)c1cnc(-c2ccccc2)nc1Oc1ccc(Cl)cc1	0	-0.7	0	1	.	-5	1.4	7	-4	-56
O=C(COC(=O)c1cccs1)Nc1cccc(Cl)c1	-4	-1.0	-2	-6	1	-4	-0.1	-1	1	45
O=C(COC(=O)c1cccnc1Cl)Nc1ccc2c(c1)OCO2	-9	2.5	2	-6	-5	2	24	-1	1	6
COc1cnc(-c2ccccn2)nc1Sc1cccc(Cl)c1	-3	-1.1	-6	1	0	0	-0.8	1	-3	-22
NNC(=O)c1sc(-c2ccc(Cl)cc2)cc1N	-3	1.4	-3	-5	.	-2	-2.6	-5	-7	-110
Cc1c(Cl)cccc1NC(=O)CCC(=O)N/N=C/c1ccc[nH]1	-4	0.7	-10	0	2	-3	-0.8	-1	-2	7
COc1cccc(/C=C/C(=O)NCc2cn3cc(Cl)ccc3n2)c1OC	-8	-0.5	11	-2	0	1	-3.0	1	-1	16
Clc1cccc(/C(Cc2nc3ccccc3[nH]2)=N\Nc2ccccc2)c1	3	0.2	-10	-8	-4	-4	-1.6	9	-3	-29
O=C1CSC(c2ccc(Cl)cc2)N1c1cccnc1 (stereo not drawn)	-11	0.2	4	6	.	-2	-0.5	2	-5	2
